# Bioassay records as filed in PubChem BioAssay.
# p97 ATPase inh = inhibitors of human p97 ATPase; P55072; recombinant p97 ATPase, Kinase-Glo ATP luminescence, 3 h; inhibition, % at 8 µM; actives 0.42% (n = 220,000); AID 1481; in the data active = inhibition above about 15%;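 note: 0% = DMSO vehicle and 100% = wells lacking enzyme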
# S1P4 agonist = activates the human S1P4 receptor; actives 0.35% (n = 220,000); AID 1509; S1P4-expressing cell line, agonist reporter assay; activation, % at 4.98 µM; O95977; in the data active = activation above about 11%;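 note: 0% = DMSO vehicle and 100% = reference agonist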
# NPY1 pot ag = potentiates or activates human NPY-Y1 receptor | activation, % at 3.6 µM | P25929 | NPY-Y1 expressing cells, potentiator/agonist activation | actives 0.37% (n = 220,000) | AID 1304; in the data active = activation above about 33%, passing the limit was not always enough;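 note: cells stimulated with NPY at EC10 then isoproterenol at EC100; 0% = low agonist plus stimulus and 100% = saturating agonist plus stimulus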
# Target sequence (P25929 whole entry, looked up): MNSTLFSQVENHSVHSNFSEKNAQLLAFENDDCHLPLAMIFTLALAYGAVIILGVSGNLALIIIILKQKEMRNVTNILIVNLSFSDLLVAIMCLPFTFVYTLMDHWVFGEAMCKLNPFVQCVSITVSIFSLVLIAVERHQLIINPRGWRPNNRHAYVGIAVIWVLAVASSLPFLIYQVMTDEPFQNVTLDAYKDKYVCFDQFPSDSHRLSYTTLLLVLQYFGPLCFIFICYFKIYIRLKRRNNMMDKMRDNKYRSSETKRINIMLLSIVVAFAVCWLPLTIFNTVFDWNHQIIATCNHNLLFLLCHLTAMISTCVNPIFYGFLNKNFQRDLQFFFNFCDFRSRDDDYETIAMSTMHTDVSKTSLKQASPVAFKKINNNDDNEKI
# eIF4E 4G PPI = eIF4E/eIF4G interaction inhibition in translation initiation; TR-FRET eIF4E-eIF4GI(517-606) binding, 2 h; inhibition, % at 21.7 µM; actives 0.37% (n = 220,000); AID 782;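 active = inhibition above about 30%, limit read from the data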;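 note: 0% = full FRET control wells and 100% = background wells lacking eIF4GI fragment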
# EP2 antag = EP2 receptor (human) inhibition; P43116; C6 glioma cells expressing human EP2, cAMP TR-FRET; cells stimulated with saturating PGE2; inhibition, % at 25 µM; actives 0.52% (n = 260,000);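 active = percent inhibition above 40 after rounding to a whole number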;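 note: rat C6 glioma host cells with rolipram phosphodiesterase inhibitor present; the protocol text gives 20 µM as final concentration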
# Target sequence (P43116 whole entry, looked up): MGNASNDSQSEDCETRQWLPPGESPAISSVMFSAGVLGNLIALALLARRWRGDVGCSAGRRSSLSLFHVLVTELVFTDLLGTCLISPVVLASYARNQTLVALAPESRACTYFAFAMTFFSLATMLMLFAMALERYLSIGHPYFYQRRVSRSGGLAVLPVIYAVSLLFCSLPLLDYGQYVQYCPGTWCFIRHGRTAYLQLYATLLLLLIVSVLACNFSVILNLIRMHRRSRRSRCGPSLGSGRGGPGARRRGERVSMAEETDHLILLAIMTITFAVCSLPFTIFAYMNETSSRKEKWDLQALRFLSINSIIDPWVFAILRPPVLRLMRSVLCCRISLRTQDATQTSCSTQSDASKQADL
# NPY Y1 blocker = antagonists of human neuropeptide Y receptor Y1; P25929; HEK293-CNG Y1 cells, membrane potential fluorescence; NPY at EC95, then isoproterenol; inhibition, % at 3.6 µM; actives 1% (n = 200,000); AID 1040;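 active = inhibition above the campaign mean inhibition of all tested compounds plus 3 SD, cut at about 20% in these data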;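 note: 0% = DMSO wells given NPY plus isoproterenol and 100% = isoproterenol alone without NPY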
#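 Material: HEK293 Y1/CNG channel cell line; also added: NPY (25 nM), isoproterenol (1 µM), Ro 20-1724 (25 µM); doses: one concentration, 3.6 µM, in 0.4% DMSO; schedule: compound incubation 1 h at room temperature, readout 45 min post-stimulation; technique: membrane potential fluorescence; measure: fluorescence ratio normalized to % inhibition between controls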
# S1P4 antag = antagonists of human S1P4 receptor; S1P4-expressing cells, antagonist mode, reporter read-out; inhibition, % at 4.98 µM; actives 0.26% (n = 220,000); AID 1510; in the data active = inhibition above about 29%;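 note: 0% = wells stimulated with agonist and 100% = vehicle wells without agonist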
# NPY-Y2 PAM-ag = potentiates or activates human NPY-Y2 receptor; P49146; cells expressing NPY-Y2, potentiator/agonist read-out; activation, % at 3.6 µM; actives 0.45% (n = 220,000); in the data active = activation above about 27%;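 note: cells stimulated with NPY near EC25 plus isoproterenol at EC100; 0% = vehicle plus submaximal agonist and 100% = vehicle plus saturating agonist; some results beyond the cut were filed as inactive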
# EP2 modulator = modulates human prostaglandin E2 receptor EP2 signaling; induction, % at 25 µM; AID 940; EP2-expressing cells, cAMP HTRF FRET, PGE2 co-stimulation; actives 0.83% (n = 260,000);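 active = compounds whose cAMP rise, as percent of the full-agonist control response, exceeds 60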;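 note: rat C6 glioma line stably carrying human EP2 under a CMV promoter; the protocol text gives 20 µM as final concentration; 100% = response of wells given 1 µM PGE2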
# Active calls of the source: *; / = no result given; & = joins results of further samples; [ ] = dose if it differs, or a comment. An excerpt (hit frequency here may not be typical).
molecule,p97 ATPase inh,S1P4 agonist,NPY1 pot ag,eIF4E 4G PPI,EP2 antag,NPY Y1 blocker,S1P4 antag,NPY-Y2 PAM-ag,EP2 modulator
C=CCN(c1ccccc1)S(=O)(=O)c1ccc(Cl)c(C(=O)OCC(=O)c2[nH]c(C)c(C(C)=O)c2C)c1,1.0,-1.5,-16.9,-3.3[fluorescence artefact?],4.4,-7.2,-26.5,-5.5,27.6
CCOC(=O)c1cc2c(=O)n3ccccc3nc2n(CC2CCCO2)c1=NC(C)=O (stereo unspecified),1.3,17.9*,-0.9,/,11.0,-2.5,-22.8,7.4,/
Cc1nc(-c2ccccn2)sc1C(=O)Nc1ccc(F)cc1F,0.3,0.8,-7.2,16.1,0.5,4.7,-9.1,-8.7,-20.2
CCC(C)Oc1nc2ccccc2nc1NS(=O)(=O)c1ccccc1 (stereo unspecified),-4.3,0.9,0.8,-1.8,9.1,1.3,-16.6,-2.7,37.5
COc1ccccc1OCC(O)Cn1nc(C)cc1C (stereo unspecified),0.4,0.9,-2.3,-6.9,7.8,4.1,0.3,9.3,26.7
Cc1ccc2c(c1)c1c(n2CC(O)CNC2CCCC2)CCCC1 (stereo unspecified),-1.1,-0.6,8.4,0.7,8.2,/,-20.0,-11.0,-13.1
CCOc1ccccc1-c1nc(-c2ccc(C)nc2OC)no1,-3.8,-0.5,-12.3,4.2,7.5&2.1,14.0,-6.3,-24.7,29.0&39.2
CCOC(=O)c1c(N)nn(C(C)=O)c1-c1ccccc1,-2.4,-1.8,-24.1,4.2[fluorescence artefact?],9.8,-2.7,7.5,-10.8,48.9
COc1ccccc1-n1cnnc1SCC(=O)Nc1ncc(Cl)cc1Cl,1.8,0.7,-1.6,1.0,11.6,0.7,0.5,-1.9,-34.0
O=C(COc1ccc(/C=N/NC(=O)c2cc3ccccc3o2)cc1Cl)Nc1ccccc1,8.2,-0.4,8.0,-36.2[fluorescence artefact?],25.6,1.7,-13.5,0.2,-7.3
Cc1cccc(CSCCNC(=O)CCSc2ccccc2)c1,-0.1,1.3,-52.0,-0.4,3.4,13.2,-1.5,-12.7,-49.0
COc1cc2cc(C(c3nnnn3C(C)(C)C)N3CCC(C)CC3)c(=O)[nH]c2cc1OC (stereo unspecified),-4.6,-0.3,25.2,-3.5,5.1,0.2,4.8,2.5,-5.5
CCN1CCN(C(=O)c2cc3c(-c4ccc(Cl)cc4)nn(C)c3s2)CC1,2.3,-0.6,-36.8,-2.6,12.0,2.0,-11.0,-21.4,-16.7
Cn1cccc1/C=C1\SC(=S)N(Nc2ccccc2)C1=O,7.7,0.2,0.1,9.1,3.4,/,-4.7,-3.8,4.0
O=C(NNc1cccc([N+](=O)[O-])c1)/C(=C\c1cccnc1)NC(=O)c1ccccc1,4.4,0.4,15.0,0.2,6.6,/,7.0,20.6,20.3

# Further structures follow:
molecule,p97 ATPase inh,S1P4 agonist,NPY1 pot ag,eIF4E 4G PPI,EP2 antag,NPY Y1 blocker,S1P4 antag,NPY-Y2 PAM-ag,EP2 modulator
Cc1cc(C)c(C(=O)CC2(O)C(=O)Nc3ccccc32)cc1C (stereo unspecified),-9.6,0.4,-10.9,2.1,6.8,-2.1,-2.4,1.2,22.0
Cc1ccc(S(=O)(=O)Nc2nc(C)cc(-n3nc(C)cc3C)n2)cc1,-7.1,0.3,-58.9,2.2,14.7,14.0,-8.9,-34.0,17.5
C=CCSc1n[nH]c2nc3c(c(=O)n12)C1(CCCC1)Cc1ccccc1-3,-4.3,-0.4,2.5,-2.9,/,-1.8,-16.4,8.9,-5.2
O=C(CCSc1ccccc1)Nc1ccccc1C(=O)N1CCCC1,4.2,3.7,9.4,5.8[fluorescence artefact?],-0.3,0.3,-10.7,-4.6,9.6
Cc1noc(C)c1C(=O)Nc1ccc(Cl)cc1C(F)(F)F,1.0,0.3,4.9,1.2,2.5,3.1,-10.9,-4.6,15.3
COc1cc(-c2nc3oc4ccccc4c(=O)c3c(=O)n2Cc2ccco2)cc(OC)c1OC,2.4,-0.1,-14.8,1.0[fluorescence artefact?],3.9,1.3,-3.0,3.3,2.6
COC(=O)CSc1nc2ccccc2o1,5.2,-1.9,-6.5,-0.7,8.8,11.4,12.2,-6.9,14.6
Cc1onc(-c2ccccc2)c1CNC(=O)C1COc2ccccc2O1 (stereo unspecified),1.6,1.0,-0.8,6.4,5.4,/,16.3,-5.2,-7.8
CC(C)Cn1c(/C=C/c2ccccc2)nc2ccccc21,-1.9,1.8,-35.3,3.5[fluorescence artefact?],3.5,8.8,-4.2,-18.0,7.7
CCN(CC)S(=O)(=O)c1ccc(C)c(NC(=O)COC(=O)C=C(C)C)c1,2.3,0.8,24.0,0.4,11.8,/,-9.7,-13.7,6.1
CC(=O)O[C@H]1CC[C@@]2(C)C(CCC3C2CC[C@]2(C)OC(=O)CCC32)C1 (stereo partly specified),-3.4,-0.9,-16.6,-3.7,2.5,-1.8,-16.0,6.1,22.4
COc1ccccc1C(=O)N1CCNC(=O)C1CC(=O)Nc1ccc(Cl)cc1 (stereo unspecified),1.3,0.8,3.0,2.7,7.0,-3.4,2.6,-2.2,0.2
O=C(Nc1cccc2ncccc12)c1ccc2c(c1)OCCO2,-5.8,0.1,-26.4,-2.7,15.4,8.9,6.3,-26.4,-9.8
CCn1c(SC)nnc1-c1ccc(S(=O)(=O)N2CCCCC2)cc1,5.5,-1.5,-14.6,/,4.8,-2.9,4.1,1.2,/
CC1(C)C(=O)Nc2ccccc2N1C(=O)COC(=O)Cn1cnc2ccccc2c1=O,5.6,0.5,8.1,6.2[fluorescence artefact?],7.7,-1.7,-9.0,-6.3,-27.4

# (cont.)
molecule,p97 ATPase inh,S1P4 agonist,NPY1 pot ag,eIF4E 4G PPI,EP2 antag,NPY Y1 blocker,S1P4 antag,NPY-Y2 PAM-ag,EP2 modulator
CCOc1ccc(C(=O)OCC(=O)NCc2ccco2)cc1OCC,2.9,-0.3,19.8,-3.5[fluorescence artefact?],20.3,0.4,-2.1,7.0,12.3
O=C(O)c1c[nH]c2ccc(S(=O)(=O)N3CCN(c4ccc(F)cc4)CC3)cc2c1=O,4.2,-0.7,2.1,-0.8,6.7,-2.9,3.4,11.8,-9.1
COc1ccc(/C=N/NC(=O)c2ccc(COCC(F)(F)C(F)F)cc2)cc1,2.2,0.0,2.9,13.8,7.4,-0.4,-2.5,1.0,-74.6
CCC(C)(C)NC(=O)C(c1ccc(F)cc1)N(Cc1cccs1)C(=O)c1cnccn1 (stereo unspecified),2.1,-0.9,12.3,-0.2,6.1&7.0,4.0,-8.3,6.1,24.3&34.3
CN(CC(=O)NCCC1=CCCCC1)S(=O)(=O)c1ccc2c(c1)CCC(=O)N2,1.1,5.3,1.6,-0.4,9.9,6.0,1.3,5.2,-3.9
CC(=O)Cn1ncc(Br)c(Br)c1=O,1.1,-2.2,5.0,1.7,12.1,1.0,33.5*,-3.5,19.2
CC(Oc1ccc(Cl)cc1Cl)C(=O)OCn1nnc2ccccc2c1=O (stereo unspecified),5.9,-2.6,-7.9,-7.4,7.1,-3.7,-5.4,-10.4,0.2
COc1cc(Cl)c(C)cc1NC(=O)c1cc(S(=O)(=O)N(C)C)ccc1N1CCCC1,-5.9,1.7,-10.3,1.3,6.7,1.6,-14.6,-10.8,4.3
C/C(=N/NC(=O)CNC(=O)Cc1ccc(Cl)cc1)c1ccco1,6.0,0.4,3.4,-2.4,10.6,/,5.9,6.6,-5.5
COc1cc2c3nnc(-c4ccc(F)cc4)c-3cn(Cc3ccc(F)cc3)c2cc1OC,3.8,1.0,-0.1,-1.0[fluorescence artefact?],11.4,3.1,2.8,3.7,-3.7
CN(CC(=O)N1CCc2ccccc21)S(=O)(=O)c1cccs1,6.5,0.8,16.0,-1.1[fluorescence artefact?],16.2,3.8,1.8,10.2,12.1
CCC(C)NS(=O)(=O)c1cccs1 (stereo unspecified),-5.9,-1.4,-3.8,-12.0[fluorescence artefact?],4.3,4.5,3.8,-10.7,10.7
CCOc1ccc(N2C(N)=NC(N)=NC2(C)C)cc1,5.1,-2.9,-2.4,0.9,16.2,-0.4,-9.3,0.3,8.5
COC(=O)C(Cc1ccc(OC(=O)c2ccccc2C)cc1)N1Cc2ccccc2C1=O (stereo unspecified),1.3,-3.0,29.4,-4.5,3.2,-2.7,-5.3,-16.1,17.8
O=S1(=O)CCN(Cc2csc(-c3cccs3)n2)CC1,0.8,0.3,9.9,-4.3,13.1,/,-1.2,-10.2,-2.4

# Continuation:
molecule,p97 ATPase inh,S1P4 agonist,NPY1 pot ag,eIF4E 4G PPI,EP2 antag,NPY Y1 blocker,S1P4 antag,NPY-Y2 PAM-ag,EP2 modulator
CCOC(=O)c1ccc(-n2c(N)c(C(=O)NCc3ccco3)sc2=S)cc1,2.7,-3.2,23.6,8.3,10.1,-0.6,-12.3,-19.6,-26.7
CCN(c1ccccc1)S(=O)(=O)c1ccc(C(=O)NCCCn2ccnc2)cc1,2.4,-0.8,12.3,-5.5,2.7,-4.5,-25.6,-0.1,-20.9
COc1ccc(CNC(=O)CN2C(=O)CC(c3ccccc3)=Nc3ccccc32)cc1,0.8,4.0,14.4,1.9,4.0,-0.3,-12.9,1.1,12.8
O=C(NCc1ccc2c(c1)OCO2)c1cc(-c2ccc(Cl)cc2Cl)on1,1.3,-0.8,6.5,-6.6,11.4&8.9,4.2,3.2,6.2,-43.0&-57.1
CC(C)(C)NC(=O)CCN1CCOCC1,1.4,-0.9,3.1,-1.8,22.4,-2.6,-2.7,-3.4,19.5
CN(Cc1ccon1)Cc1cn(Cc2ccccc2)nc1-c1ccc2c(c1)OCO2,-0.9,-1.5,-0.4,0.6,2.7,13.4,-14.6,-6.3,0.3
Nc1cc(OC(=O)c2cccs2)nn1S(=O)(=O)c1ccccc1,5.0,2.9,16.4,0.2,23.3,-1.3,-0.7,6.9,7.0
O=C(COC(=O)CCC(=O)c1ccc(Cl)cc1)NCc1ccco1,0.8,-0.9,-23.7,13.0,1.9,22.1*,-7.8,-23.5,18.5
Cc1nnc2sc(SCc3cccc(Cl)c3)nn2c1=O,9.1,-0.2,8.0,1.4,6.1,3.3,8.9,5.4,-13.8
CCCCC(=O)NCCc1ccc(OC)cc1,4.0,25.5*,2.4,-1.3,12.1,-6.5,-2.1,8.0,12.7
CCCNC(=O)c1ccccc1NC(=O)c1ccc(CSc2ccccc2)cc1,-5.0,-0.1,-32.7,6.6,12.5,4.5,-9.7,-37.1,6.8
COC(=O)c1cc2n(n1)CCN(Cc1cccc(OC)c1)C2=O,3.6,0.9,0.9,-0.3,0.6,3.7,3.9,0.7,8.1
CSC1=NCCN1S(=O)(=O)c1ccc2ccccc2c1,-1.1,-0.6,-10.3,-0.1,11.2,2.7,-10.7,-2.3,-76.9
COc1ccc(O[C@H]2C=C[C@@H](c3ccccc3)O[C@@H]2COC(=O)CC/C(C)=N/OC[C@@H](O)[C@H]2O[C@@H]3OC(C)(C)O[C@@H]3[C@H]2O)cc1,-1.9,1.3,-16.3,4.4[fluorescence artefact?],/,2.0,17.4,3.4,12.9

# One compound at a time, as listed above. Order of screens: p97 ATPase inh | S1P4 agonist | NPY1 pot ag | eIF4E 4G PPI | EP2 antag | NPY Y1 blocker | S1P4 antag | NPY-Y2 PAM-ag | EP2 modulator
# Cc1cccc(CSCCNC(=O)CCSc2ccccc2)c1 in the list: -0.1 | 1.3 | -52.0 | -0.4 | 3.4 | 13.2 | -1.5 | -12.7 | -49.0
# COC(=O)c1cc2n(n1)CCN(Cc1cccc(OC)c1)C2=O in the list: 3.6 | 0.9 | 0.9 | -0.3 | 0.6 | 3.7 | 3.9 | 0.7 | 8.1
